AmpC inh detg: inhibitors of E. coli AmpC beta-lactamase with detergent | AID 485294 | AmpC hydrolysis of nitrocefin, absorbance 480 nm, 0.01% Triton | P00811 | actives 0.041% (n = 370,000) | Potency, µM (series often up to 114 µM), for inactives: at the highest dose activity change, negative = inhibition, hits mostly inhibitors;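 further: potency means the concentration at half of the fitted maximal effect; 0% = no-compound wells and -100% = no-enzyme wells; nearly all actives have a fitted effect of over 25% in size; some results filed as inactive show a strong effect at the top dose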
Target sequence (P00811 whole entry, looked up): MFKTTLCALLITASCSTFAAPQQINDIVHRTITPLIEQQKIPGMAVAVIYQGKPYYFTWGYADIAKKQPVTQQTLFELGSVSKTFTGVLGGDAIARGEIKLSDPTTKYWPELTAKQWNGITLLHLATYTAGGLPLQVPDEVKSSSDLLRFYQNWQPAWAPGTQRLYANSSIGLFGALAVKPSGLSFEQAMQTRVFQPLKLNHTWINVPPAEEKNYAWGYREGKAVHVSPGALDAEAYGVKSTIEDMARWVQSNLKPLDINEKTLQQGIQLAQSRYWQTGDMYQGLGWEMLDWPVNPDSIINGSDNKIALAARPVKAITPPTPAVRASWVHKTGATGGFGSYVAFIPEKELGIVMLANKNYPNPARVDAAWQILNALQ
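AmpC (5.3 nM in the dispensed reagent) in 20 mM phosphate pH 7.0 with 0.01% (detergent screen) or 0.0001% Triton X-100 was preincubated with compounds for 15 min at room temperature. Nitrocefin was then added from an 800 uM solution, and hydrolysis was followed at 480 nm.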
HCV inh: HCV inhibition | actives 3.4% (n = 340,000) | Huh7.5.1 HCVcc-Cre infection, luciferase reporter, 44 h | Potency, µM (series often up to 41.8 µM), without a hit: at the highest dose activity change, negative = inhibition, actives largely listed as inhibitors; further: potency means the concentration at half of the fitted maximal effect
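Cells seeded at 1,000/well and cultured 4 h, then compounds added followed by HCVcc-Cre virus (~0.5 moi). After 44 h further culture, luciferase substrate was added, plates held 15 min at room temperature, and luminescence read for 15 sec.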
LmPK inh: inhibitors of Leishmania mexicana pyruvate kinase; Q27686; purified LmPK, Kinase-Glo ATP luminescence, 1 h; Potency, µM (titrated, usually from 57.5 µM), for inactives: top-dose activity change, negative = inhibition, usual class: inhibitors; actives 0.37% (n = 290,000); AID 1721; further: potency means the concentration at half of the fitted maximal effect
Target sequence (Q27686 whole entry, looked up): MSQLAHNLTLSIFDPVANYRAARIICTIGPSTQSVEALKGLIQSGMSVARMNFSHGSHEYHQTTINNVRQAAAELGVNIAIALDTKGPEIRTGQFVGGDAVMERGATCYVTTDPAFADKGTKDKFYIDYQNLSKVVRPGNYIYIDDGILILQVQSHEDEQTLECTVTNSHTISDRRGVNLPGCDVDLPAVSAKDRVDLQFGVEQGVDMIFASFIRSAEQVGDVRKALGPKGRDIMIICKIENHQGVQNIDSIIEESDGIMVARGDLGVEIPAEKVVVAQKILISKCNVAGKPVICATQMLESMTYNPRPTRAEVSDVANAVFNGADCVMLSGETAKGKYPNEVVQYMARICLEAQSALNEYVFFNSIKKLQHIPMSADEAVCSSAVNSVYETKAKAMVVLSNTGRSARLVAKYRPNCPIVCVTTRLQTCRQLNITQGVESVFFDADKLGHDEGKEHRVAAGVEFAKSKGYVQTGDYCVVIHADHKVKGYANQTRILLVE
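Purified LmPK (0.1 nM) with 0.5 mM PEP and 0.1 mM ADP in imidazole buffer pH 7.2 with MgCl2/KCl, 1 h at room temperature. ATP formed was read by luciferase luminescence and normalized to no-enzyme and uninhibited controls.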
AMA1-RON2 inh: disrupts binding of P. falciparum AMA1 to RON2; AlphaScreen AMA1-biotinylated RON2 peptide binding; Potency, µM (titrated, usually from 58.2 µM), without a hit: at the highest dose activity change, negative = inhibition, usual class: inhibitors; actives 0.2% (n = 360,000); AID 720542;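 further: potency means the concentration at half of the fitted maximal effect; 0% = vehicle wells and -100% = peptide control; nearly all actives have a fitted effect of over 45% in size; some results filed as inactive show a strong effect at the top dose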
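AMA1 (3D7) with his tag at 25 nM final met compounds first, then biotinylated RON2 peptide at 25 nM; detection used donor plus acceptor beads, 10 µg/mL apiece, read by AlphaScreen after 30 min at room temperature.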
AmpC no deterg: blocks E. coli AmpC beta-lactamase in detergent-free assay | P00811 | AmpC nitrocefin hydrolysis, absorbance 480 nm, 0.0001% Triton | Potency, µM (highest dose often 57.1 µM), inactives show at the top dose activity change, negative = inhibition, hits mostly inhibitors | actives 0.52% (n = 330,000);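 further: potency means the concentration at half of the fitted maximal effect; plate controls were no compound for no effect and no enzyme for full effect; nearly all actives have a fitted effect of over 20% in size; some results filed as inactive show a strong effect at the top dose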
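AmpC (5.3 nM in the dispensed reagent) in 20 mM phosphate pH 7.0 with 0.01% (detergent screen) or 0.0001% Triton X-100 was preincubated with compounds for 15 min at room temperature. Nitrocefin was then added from an 800 uM solution, and hydrolysis was followed at 480 nm.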
HCMV antiviral: blocks human cytomegalovirus replication | actives 4.5% (n = 410,000) | activity change, negative = inhibition, % at 57.5 µM | AID 1259415 | HFF cells, HCMV-luciferase reporter, 72 h; hits give low values; in the data active means activity change below about -60%; inconclusive means no clear call, values can overlap the other calls; inactive means above about -39%
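Cell-based, HFFs, 1000 cells/well, 16 h 37C; cpds in DMSO + HCMV-luc, MOI 1 PFU/cell; 72 h 37C; OneGlo luminescence after 5 min RT; norm. to buffer vs Salinomycin 10uM.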
TbPYK inhibitor: T. brucei pyruvate kinase inhibition | Q57TT1 | AID 624173 | actives 0.12% (n = 410,000) | Potency, µM (highest dose often 76.8 µM), without a hit: at the top dose activity, negative = inhibition, most hits filed as inhibitors | TbPYK enzyme, Kinase-Glo Plus ATP luminescence, 45 min; further: potency means the concentration at half of the fitted maximal effect; nearly all actives have a fitted effect of over 50% in size
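ADP (130 uM final) triggers the TbPYK reaction after compound addition; incubation is 45 min at room temperature. Kinase-Glo Plus is then added and luminescence imaged. Normalized data are fitted to concentration-effect curves.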
Numbers without * were called inactive; ? = inconclusive; · = no result given; [ ] = dose if it differs, or a comment. Unless noted, the call rests on the fitted dose curve; in most records, active means well fitted curve in the direction sought with a large enough effect; inconclusive means small, poorly fitted or top-dose-only effect, or another doubt; inactive means no such curve, though single readings can be large; an effect the other way counts as inactive or inconclusive. Unless noted, on the % scale 0 is the no-effect control and ±100 the full control effect.

A first look:
SMILES | AmpC inh detg | HCV inh | LmPK inh | AMA1-RON2 inh | AmpC no deterg | HCMV antiviral | TbPYK inhibitor
Cc1ccc(C2C(=O)N(C3CCCCCC3)CC(=O)N2CCC2=CCCCC2)cc1 (stereo unspecified) | 6% | · | · | · | · | -63* | 4%
Cc1ccc2nc(C(Cl)(Cl)Cl)nc(N/N=C/c3ccc([N+](=O)[O-])cc3)c2c1 | · | ? | · | 7% | · | -28 | -1%
Cc1nonc1CC(=O)NC1CC(C)(C)Cc2c1cnn2-c1ccc(F)cc1 (stereo unspecified) | 4% | 7% | -6% | -4% | -19% | -19 | -3%
COc1ccc(-c2ccc(C#N)c(OC)n2)cc1 | 7% | ? | -2% | 34%[activator] | -25% | 12 | 7%
CC1Cc2ccccc2N1C(=O)CN1C(=O)CN(C)C(=O)c2ccccc21 (stereo unspecified) | -6% | -5% | 1% | -3% | 0% | 26 | -4%
CC(C)Oc1ccc(C(=O)NCC(=O)OCC(=O)N(C)Cc2cccs2)cc1 | -10% | 6% | 3% | -6% | 28% | -8 | -2%

All compounds of this part, previewed entries included:
SMILES | AmpC inh detg | HCV inh | LmPK inh | AMA1-RON2 inh | AmpC no deterg | HCMV antiviral | TbPYK inhibitor
Cc1ccc(C2C(=O)N(C3CCCCCC3)CC(=O)N2CCC2=CCCCC2)cc1 (stereo unspecified) | 6% | · | · | · | · | -63* | 4%
Cc1ccc2nc(C(Cl)(Cl)Cl)nc(N/N=C/c3ccc([N+](=O)[O-])cc3)c2c1 | · | ? | · | 7% | · | -28 | -1%
Cc1nonc1CC(=O)NC1CC(C)(C)Cc2c1cnn2-c1ccc(F)cc1 (stereo unspecified) | 4% | 7% | -6% | -4% | -19% | -19 | -3%
COc1ccc(-c2ccc(C#N)c(OC)n2)cc1 | 7% | ? | -2% | 34%[activator] | -25% | 12 | 7%
CC1Cc2ccccc2N1C(=O)CN1C(=O)CN(C)C(=O)c2ccccc21 (stereo unspecified) | -6% | -5% | 1% | -3% | 0% | 26 | -4%
CC(C)Oc1ccc(C(=O)NCC(=O)OCC(=O)N(C)Cc2cccs2)cc1 | -10% | 6% | 3% | -6% | 28% | -8 | -2%
CC(=O)N1CCN(S(=O)(=O)c2cccc(C(=O)NC3CCCC3)c2)CC1 | 2% | 8% | · | -6% | -7% | -8 | -6%
O=C(c1ccc(C(=O)N2CCOCC2)nc1)N1CCOCC1 | -10% | 7% | -6% | 6% | -18% | 13 | -8%
CCOC(=O)N1CCN(S(=O)(=O)c2ccc(C(=O)Nc3ccc(F)cc3F)cc2)CC1 | 2% | ? | 0% | -4% | 22% | ? | 3%
COCCn1c(C)cc(C(=O)COC(=O)c2ccc3ncsc3c2)c1C | 1% | ? | -1% | -14% | 36% | 36 | ?
CN(Cc1cnn(C)c1)C(=O)c1cc(COc2c(F)cccc2F)on1 | 1% | 9% | -1% | 15% | 6% | -20 | 6%
C[C@H](CO)N1C[C@H](C)[C@@H](CN(C)S(=O)(=O)c2cn(C)cn2)Oc2c(NS(=O)(=O)c3cccs3)cccc2C1=O | · | -55% | · | 4% | 30% | -3 | -7%
COCCNC(=O)C1CC(=O)N(c2ccc(OC)cc2)C1c1ccc(OC)cc1 (stereo unspecified) | -7% | 8% | 0% | 5% | 2% | 64 | 3%
CCCCNCc1cc(OCC)c(OCC)cc1Br | 1% | ? | -2% | -1% | -20% | -16 | 5%
Cc1ccc(S(=O)(=O)N2[C@@H](c3ccccc3)C(C(=O)O)=CC[C@H]2c2ccc(C(C)C)cc2)cc1 | 0% | 18% | · | -2% | -19% | -20 | 0%
Cc1ccc(NC(=O)Nc2nnc(SCC(=O)Nc3ccc(F)cc3F)s2)cc1 | -1% | · | · | · | · | 12 | -10%
Cc1cc(C)n(CC(=O)NN)n1 | -6% | 6% | 2% | 36%[activator] | -10% | -19 | -8%
COC(=O)c1cn(C)c2ccc(S(=O)(=O)N3CC(C)CC(C)C3)cc2c1=O (stereo unspecified) | -2% | · | -2% | -1% | -23% | -11 | -25%
CN1/C(=C\C(=S)Nc2ccccc2)C(C)(C)c2ccccc21 | -2% | ? | 4% | ? | -44% | -71* | ?
COc1ccc(Cl)cc1NC(=S)NCCCN1CCCC1=O | ? | -15% | 0% | 9% | -9% | 4 | -3%
CC(O)CSc1nc2c(c(=O)[nH]c(=O)n2C)n1Cc1ccccc1Cl (stereo unspecified) | -10% | -3% | -4% | 2% | 1% | 104 | -8%
Cc1ccccc1-n1c(=O)cc(N2CCCCCC2)[nH]c1=O | -7% | 13% | 2% | 24% | -17% | -6 | 6%
CCOc1ccc(N2CC(C(=O)N3CC(C)OC(C)C3)CC2=O)cc1 (stereo unspecified) | -10% | -3% | 6% | -7% | 3% | 0 | -4%
Cc1ccn(-c2ccc([N+](=O)[O-])cc2)n1 | ? | 6% | 0% | -21% | -6% | -88* | 0%
O=c1c2c(-c3cccs3)csc2ncn1-c1ccccc1 | 0% | ? | 8% | -4% | -46% | -9 | 0%
CSc1sc(C(=O)NC(=O)NCc2ccncc2)c(C)c1-c1ccon1 | 5% | ? | 7% | 2% | 38% | -29 | 0%
COc1cc(OC)c(S(=O)(=O)NCc2cccnc2)cc1NC(C)=O | -6% | 14% | 3% | -2% | -6% | 18 | 6%
CCNC(=S)NNC(=O)c1cc(-c2ccc(OC)cc2)nc2ccccc12 | ? | 14% | ? | 89%[activator] | -36% | 134 | -26%
CCCCCc1nc(-c2nonc2N)no1 | -5% | 17% | -3% | -13% | -17% | 23 | 3%
CCOC(=O)c1cc2c(ccn2C)n1CC(=O)Nc1ccc(F)cc1 | 4% | 2% | 0% | -1% | -9% | 11 | 1%
CC(C)CN(C(=O)c1cccc(S(=O)(=O)N2CCN(c3ccc(F)cc3)CC2)c1)C1CCS(=O)(=O)C1 (stereo unspecified) | -16% | 10% | · | -18% | 158%[activator] | -18 | 0%
Cc1cccc(NC(=O)C2CCC(CNS(=O)(=O)c3csc(C(N)=O)c3)CC2)c1C (stereo unspecified) | -2% | · | · | · | · | 8 | -1%
CCOC(=O)C1=CCN(S(=O)(=O)c2cccc(Cl)c2)C1c1ccc(Br)cc1 (stereo unspecified) | · | · | · | 14% | · | -32 | -7%
OC(c1ccc(F)c(F)c1)c1ncc(-c2ccc(F)cc2)[nH]1 (stereo unspecified) | · | · | · | -26% | · | 8 | 0%
CC(C)(C)OC(=O)C[C@H]1C/C=C\C[C@@H](CC(=O)NCCO)C(=O)N[C@H](C(C)(C)C)COC1=O | · | 5% | · | 0% | 22% | 5 | -10%
CCc1nc2cc(CC(=O)O)ccc2o1 | -9% | 10% | -3% | 12% | -17% | 27 | 0%
CC(C)c1nc(CNC(=O)CC2C(=O)NCCN2Cc2ccc(F)cc2Cl)cs1 (stereo unspecified) | -10% | 8% | -2% | 18% | 115%[activator] | -34 | -4%
CC12CN(C(=O)c3ccco3)CC(c3ccccc3)(CN(C(=O)c3ccco3)C1)C2=O | -3% | 12% | 0% | 0% | -4% | -31 | -11%
CC1(c2ccccc2)NC(=O)N(CC(=O)N2CCOCC2)C1=O (stereo unspecified) | 7% | -14% | 1% | 6% | -7% | 38 | 0%
CN1/C(=C\C=C2/C(=O)Oc3ccccc3C2=O)C(C)(C)c2ccccc21 | -9% | -4% | -7% | -6% | -10% | -17 | -2%
CNCCc1ccc(OC)c(OC)c1 | 3% | 17% | 1% | 11% | -7% | -3 | -5%
CC(C)C[C@H]1CN([C@@H](CC(C)C)CN2CCCC2CN2C(=S)NC[C@@H]2Cc2ccc(O)cc2)C(=S)N1CC1CCCCCC1 (stereo partly specified) | · | 5% | · | 10% | · | -70* | 3%
O=C(CSc1nc(=O)n(CCN2CCOCC2)c2c1CCCC2)Nc1cccc([N+](=O)[O-])c1 | -7% | 1% | · | -3% | -4% | -19 | -5%
C=CCN1C=C2C(=O)C(C)(OC(=O)C3CCCC3)C(=O)C(c3ccccc3)=C2C=C1CCCC(=O)OC (stereo unspecified) | 4% | 6% | -7%[11.5 µM] | -14% | 108%[activator] | 5 | 0%
Cc1ccc(S(=O)(=O)N2CCOCC2)cc1NC(=O)c1ccc(F)cc1F | · | 2% | · | -6% | -12% | -25 | 1%
CC(C)(C)OC(=O)N1CCC(c2c(C(=O)NCc3ccco3)cnn2-c2ccc(F)cc2F)CC1 | -1% | · | · | · | · | ? | -2%[15.4 µM]
Nc1nonc1-n1nnc(C(=O)N/N=C/c2ccccc2Cl)c1-c1ccc2c(c1)OCO2 | 3% | -5% | 5% | 9% | ? | 0 | 1%
O=[N+]([O-])c1ccc(OP(=O)(O)Oc2ccc([N+](=O)[O-])cc2)cc1 | · | 7% | · | 1% | · | -6 | -3%
Cc1noc(COc2ccccc2OCC(N)=O)c1Cl | 0% | 9% | 2% | -2% | 2% | 21 | -2%
COc1cc(NC(=O)C2CC3CCC2C3)c(OC)cc1Cl (stereo unspecified) | · | -28% | · | ? | · | -3 | -6%
O=C(COc1cccc2c1CCNC2=O)Nc1cccc(F)c1 | ? | -10% | · | -10% | -15% | 8 | -4%
CCOC(=O)C1CCCN(C(=O)c2ccc3c(c2)N(Cc2ccc(Cl)cc2)C(=O)c2ccccc2S3=O)C1 (stereo unspecified) | -14% | · | · | · | · | -7 | -7%
COc1ccc(Nc2nc(C(=O)N(CCO)Cc3ccccc3)cs2)cc1 | 2% | ? | 5% | 2% | -2% | -10 | -10%
COc1cccc(C2(O)CC(C(F)(F)F)=NN2C(=O)c2ccccn2)c1 (stereo unspecified) | -3% | -12% | -2% | 90%[activator] | -13% | 16 | 3%
CCCc1ccc(OCC(=O)Nc2sc3c(c2C(=O)OC)CCCCC3)cc1 | 2% | · | · | · | · | 0 | -9%
CNC(=S)NNC(=O)Cc1ccc(O)cc1 | -12% | -1% | 2% | 10% | -12% | 2 | -1%
O=C(CCN1C(=O)c2ccccc2C1=O)N1CCN(Cc2ccc(Cl)cc2Cl)CC1 | ? | ? | 1% | 6% | 137%[activator] | 15 | 0%
COc1cc2c(cc1OC)-c1c(OC)c(OC)cc3c1[C@H](C2)[N+](C)(C)CC3 | ? | ? | 1% | 14% | -37% | -74* | -13%
COc1cc(OC)cc(-c2nc3n(n2)C(c2ccccc2F)C(C(=O)Nc2cccnc2)=C(C)N3)c1 (stereo unspecified) | -6% | · | · | · | · | -20 | 0%

Source: PubChem BioAssay (National Center for Advancing Translational Sciences (NCATS))
